Compound activity from PubChem BioAssay.
V1R ag counter: counter-screen for oxytocin receptor agonists: human V1a receptor agonists; hit rate 0.25% among 320,000; activation, % at 3 µM; CHO-V1R cells, Fluo-8 calcium fluorescence, agonist mode; 0% DMSO, 100% 3 nM vasopressin; P37288;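 active = activation above the mean activation of all tested compounds plus 3 SD, per screening run, cut at about 20% in these data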;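 also: signal is peak over basal fluorescence ratio across a 100 second FLIPR read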
Target sequence (P37288 whole entry, looked up): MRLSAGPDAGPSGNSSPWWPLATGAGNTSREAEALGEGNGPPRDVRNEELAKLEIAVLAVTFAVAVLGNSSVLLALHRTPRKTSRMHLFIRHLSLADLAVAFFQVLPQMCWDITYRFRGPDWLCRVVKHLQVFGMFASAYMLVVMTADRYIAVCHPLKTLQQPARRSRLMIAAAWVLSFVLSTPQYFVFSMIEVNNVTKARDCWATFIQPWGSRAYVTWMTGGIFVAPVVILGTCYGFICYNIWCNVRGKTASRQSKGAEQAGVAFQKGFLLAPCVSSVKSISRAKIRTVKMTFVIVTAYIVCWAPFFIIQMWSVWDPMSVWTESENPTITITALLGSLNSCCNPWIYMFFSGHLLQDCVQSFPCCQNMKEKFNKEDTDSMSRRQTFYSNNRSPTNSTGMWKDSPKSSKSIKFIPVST
MEKK2wt PB1 HTS: raises or lowers MEK5 binding to wildtype human MEKK2 PB1 domain. Q9Y2U5. bead flow cytometry, Alexa488-MEK5 binding to MEKK2 WT; actives lie on both sides. binding response (% of control), % at 10 µM. hit rate 1.1% among 290,000. AID 1531; in the data active = binding response below about 67% or above about 130%
M18AAP inhibitor: blocks P. falciparum M18 aspartyl aminopeptidase | inhibition, % at 7.35 µM | hit rate 1.2% among 290,000 | recombinant PfM18AAP, H-Glu-NHMec fluorogenic cleavage;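 active = inhibition above the campaign mean inhibition over all tested compounds plus 3 SD, cut at about 28% in these data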;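 also: 0% = plate median of test compound wells and 100% = 2 mM ZnCl2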
MEKK2mut PB1 HTS: signal of MEK5 binding to mutant human MEKK2 PB1 domain. bead flow cytometry, Alexa488-MEK5 binding to MEKK2 mutant. percent response, % at 10 µM. hit rate 0.35% among 290,000. AID 1530; in the data active = percent response above about 24%, passing the limit was not always enough; also: inactives centre near 1; some results filed as inactive read as strong as hits
OXTR ag: activates the human oxytocin receptor. hit rate 0.32% among 320,000. activation, % at 3 µM. P30559. CHO-OTR cells, Fluo-8 calcium fluorescence; normalized: DMSO 0%, oxytocin 100%. AID 2435;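 active = activation above the mean of all tested compounds plus 3 SD, cutoff set per screening run, cut at about 20% in these data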;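 also: peak over basal fluorescence ratio from a 100 s FLIPR kinetic read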
Target sequence (P30559 whole entry, looked up): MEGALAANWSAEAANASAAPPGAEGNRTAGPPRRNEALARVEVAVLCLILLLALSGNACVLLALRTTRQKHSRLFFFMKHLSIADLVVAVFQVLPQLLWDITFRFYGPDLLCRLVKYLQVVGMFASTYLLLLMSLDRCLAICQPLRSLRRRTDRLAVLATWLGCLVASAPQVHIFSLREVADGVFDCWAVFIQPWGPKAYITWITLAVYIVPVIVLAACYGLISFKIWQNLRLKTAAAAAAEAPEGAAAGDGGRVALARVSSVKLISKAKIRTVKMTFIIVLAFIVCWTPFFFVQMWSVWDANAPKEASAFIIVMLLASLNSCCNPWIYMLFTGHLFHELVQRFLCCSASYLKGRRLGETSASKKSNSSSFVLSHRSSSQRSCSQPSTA
GalR3 antagonist: human GalR3 antagonism; HEK293 GalR3-CNG cAMP membrane potential fluorescence; galR3 body fused to GalR1 C-terminus; inhibition, % at 3 µM; hit rate 0.44% among 360,000; AID 651719;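 active = inhibition above the screen-wide average plus 3 SD, cut at about 13% in these data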;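 also: forskolin and galanin both at EC90 stimulate the cells; cAMP rise reported by CNG channel membrane potential dye signal; 0% = forskolin plus galanin with DMSO and 100% = forskolin alone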
Target sequence (O60755 1-299 limits assumed): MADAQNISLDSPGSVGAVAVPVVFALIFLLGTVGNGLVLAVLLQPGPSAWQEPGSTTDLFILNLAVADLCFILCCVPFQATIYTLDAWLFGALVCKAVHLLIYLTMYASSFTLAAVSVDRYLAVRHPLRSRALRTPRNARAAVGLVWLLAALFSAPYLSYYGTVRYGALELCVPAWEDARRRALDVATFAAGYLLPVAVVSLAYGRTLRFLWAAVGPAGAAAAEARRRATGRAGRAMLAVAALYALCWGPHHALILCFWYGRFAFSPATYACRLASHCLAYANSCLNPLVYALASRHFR
NALP1 inh: inhibitors of NALP1 inflammasome in yeast; inhibition, % at 10 µM; hit rate 0.61% among 280,000; S. cerevisiae NALP1/ASC/caspase-1 growth, X-gal OD620, 72 h; in the data active = inhibition mostly above about 24%, no sharp cut-off; inactive = mostly below about 32%; also: some compounds called inactive have numbers as strong as hits
GPR7 antag: human neuropeptides B/W receptor 1 antagonism; P48145; GPR7-expressing cells, fluorescence antagonist assay; inhibition, % at 4.4 µM; hit rate 1.1% among 290,000; in the data active = inhibition above about 16%, passing the limit was not always enough;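 also: cells stimulated with the agonist NPW; 0% = agonist with vehicle and 100% = vehicle without agonist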
OXTR potentiator: human OXTR potentiation. CHO-OTR cells, Fluo-8 calcium fluorescence, potentiator mode; 0% = oxytocin EC15, 100% = EC100. hit rate 0.061% among 320,000. activation, % at 3 µM. AID 2445. P30559;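 active = activation above that plate's cutoff, the mean activation of tested compounds plus 3 SD, cut at about 6.6% in these data, passing the limit was not always enough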;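 also: 100% uses oxytocin at 75 nM as the full agonist control; some results filed as inactive read as strong as hits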
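Material: human OTR in CHO cells. Compound: 3.0 µM, one dose. Timing: compound 6 min at room temperature before oxytocin, 100 s read. Evaluation: % activation of max/min ratio relative to oxytocin controls. Replication: single well per compound, singlicate. Signal: Fluo-8 calcium dye fluorescence.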
Active calls of the source: *; · = not tested or not shown.

SMILES | V1R ag counter | MEKK2wt PB1 HTS | M18AAP inhibitor | MEKK2mut PB1 HTS | OXTR ag | GalR3 antagonist | NALP1 inh | GPR7 antag | OXTR potentiator
COc1cccc(C(=O)C2CCCN(C/C=C/c3ccccc3OC)C2)c1 (stereo unspecified) | 2.0 | 98 | -11 | -7 | 0.5 | 4 | -10 | 1 | -10
CN(C)/C=C/C(=O)c1ccc(OCCN(C)c2ccccn2)cc1 | 1.2 | 106 | 7 | 5 | -0.9 | -10 | 18 | 25 | -19
C=CCn1c(O)c(N=NC(=O)c2ccccc2NS(=O)(=O)c2cccs2)c2ccccc21 | 0.5 | 102 | 0 | -2 | -0.1 | -3 | 25 | -6 | -9
COc1ccccc1N1C(=O)c2ccccc2NC1c1ccc(O)cc1 (stereo unspecified) | 1.0 | 100 | -10 | 2 | -0.8 | -9 | 15 | -5 | 8
Cc1ccccc1-n1c(C)nc2ccccc21 | 1.1 | 107 | 2 | 0 | 0.6 | 1 | 20 | -7 | 1
CC(C)(C)OC(=O)NCc1ccc(CNC(=O)c2nc[nH]c2C(=O)N2CCN(c3ccccc3)CC2)cc1 | 4.3 | · | · | · | 4.7 | -1 | · | · | -8
CSc1nc(=S)c2[nH]c(=S)[nH]c2[nH]1 | · | 102 | 46* | 5 | · | -8 | 7 | -6 | ·
COc1ccc(C2CC(c3ccccc3)=NN2c2ccccc2)c(C(=O)O)c1OC (stereo unspecified) | 0.0 | 97 | 9 | -8 | -0.2 | -2 | 14 | -8 | -10
CCC(C)(C)NC(=O)C(c1ccc(F)cc1)N(Cc1ccccc1)C(=O)c1cnccn1 (stereo unspecified) | -1.5 | 98 | 4 | 1 | -2.5 | 1 | 8 | 3 | -16
Cc1ccccc1NS(=O)(=O)c1cc(C(N)=O)ccc1C | 1.7 | 82 | -11 | -13 | 0.8 | -8 | 6 | -12 | -1
CCC(=O)Nc1cccc(NC(=O)c2ccc(C)c([N+](=O)[O-])c2)c1 | 0.2 | 110 | 1 | 5 | 1.9 | -5 | 4 | -10 | -8
COC(=O)[C@]1(C)N[C@H](CN(C)C(=O)c2ccc(F)cc2)[C@@H]2C(=O)N(C)C(=O)[C@@H]21 | 0.8 | · | · | · | 0.6 | -4 | · | · | 2
Nc1nc(Nc2ccccc2F)nc(NC2CCCCC2)c1[N+](=O)[O-] | 0.7 | 98 | -4 | -1 | -0.1 | -12 | 7 | -57 | -9
COc1ccc(CN(CC(=O)NC2CCCC2)C(=O)CN2C(=O)COc3ccccc32)cc1 | -0.9 | 103 | -3 | -2 | 0.9 | -8 | -2 | 2 | -7
Cc1ccc(C)c(N2CCN(Cc3nnnn3C3CCCCC3)CC2)c1 | -1.2 | 106 | -5 | 9 | -2.2 | -5 | 35 | 0 | -14
C/C(=N/NS(=O)(=O)c1ccccc1)c1ccc(NC(=O)C2CC2)cc1 | 0.4 | 104 | 3 | 0 | -0.6 | -7 | 15 | -16 | -14
O=C(C1=NNCC1c1ccc(Cl)cc1)C1CO1 (stereo unspecified) | · | 102 | 2 | -1 | · | -5 | · | -11 | ·
Cc1cc(NC(=O)CSc2ncccc2C(=O)O)no1 | 0.1 | 94 | 3 | -4 | -0.7 | -3 | 0 | -6 | -4
O=C(Cc1ccccc1F)Nc1ccc(SC(F)F)cc1 | 9.2 | 99 | 3 | -2 | -0.7 | -3 | 18 | 12 | -1
CC1CCCN(C(=O)c2sc3cc([N+](=O)[O-])ccc3c2Cl)C1 (stereo unspecified) | -1.2 | 102 | 0 | 2 | -2.0 | -6 | -10 | 6 | -18
Cc1ccccc1-n1cc(CNC(=O)CC2C(=O)NCCN2C/C=C/c2ccccc2)cn1 (stereo unspecified) | -1.2 | 100 | -8 | 6 | -1.9 | 3 | -12 | -16 | -12
O=C(CNC(=O)c1ccccc1F)NCc1ccncc1 | -0.4 | · | · | · | 1.4 | -4 | · | · | -6
COC(=O)c1ccc2c(=O)n(CCCCCC(=O)O)c(=O)[nH]c2c1 | 1.0 | 94 | -2 | -1 | 0.0 | -1 | 19 | -19 | -8
Cn1c(=O)n(CCc2ccccc2)c(=O)c2c1nc1n2CCCN1c1ccccc1 | 0.3 | 93 | 1 | -9 | 0.3 | -1 | 12 | -9 | 2
CCC(=O)N(Cc1cc2c(C)cc(C)cc2[nH]c1=O)C1CCCCC1 | 0.9 | 104 | -6 | 15 | 3.0 | -3 | 3 | 19 | -20
CC(=O)c1ccc(OCCn2c(SCC(=O)O)nc3ccccc32)cc1 | · | 97 | -6 | 5 | · | 0 | 7 | -18 | ·
O=C(Nc1ccc(Cl)cc1)Nc1ccccc1Sc1ncc([N+](=O)[O-])s1 | -1.3 | 111 | 22 | 0 | -0.1 | 2 | · | -3 | -2
C=CCOc1c(Br)cc(C2C3=C(CCCC3=O)N(C)C3=C2C(=O)CCC3)cc1OCC | -0.5 | 103 | 13 | 5 | -1.3 | -4 | 19 | -4 | -12
COCCNC(=S)N/N=C/c1ccc(OCc2ccc(C(=O)OC)cc2)cc1 | 0.8 | 104 | -5 | 1 | 0.8 | -6 | 1 | -12 | 0
COc1ccc(CCNC(=O)c2ccnc(C(C)(C)C)c2)cc1OC | 0.5 | · | · | · | -0.4 | -7 | · | · | -4
O=C1CC(CSc2ccc(Cl)cc2)=NN1 | 0.7 | 97 | 1 | -16 | -1.8 | -4 | · | -15 | -5
Cc1cc(C)cc(OC(C)C(=O)Nc2ccc3c(c2)n(C)c(=O)n3C)c1 (stereo unspecified) | · | 107 | -12 | 5 | · | 2 | 1 | -2 | ·
O=c1[nH]c(N2CCc3ccccc3C2)nc2c1CCC2 | 0.0 | 94 | 2 | -2 | -0.2 | -4 | 32 | -5 | 0
Nc1nnc(-c2ccncc2)s1 | 0.0 | 99 | -2 | 1 | 0.6 | -4 | -5 | 3 | 0
COc1ccc(/C=N/NC(=O)c2cccc([N+](=O)[O-])c2)cc1OS(=O)(=O)c1ccc(C)cc1 | 1.8 | 96 | -1 | -5 | 0.8 | -1 | 7 | -8 | -7
CCOC(=O)N1CCC(=NNC(=O)c2ccccc2F)CC1 | 0.2 | 102 | 0 | 4 | -0.1 | 0 | 28 | 2 | -2
Nc1c(-c2cccc(Cl)c2)cnc2c(-c3ccccc3)cnn12 | 0.9 | 101 | -2 | 0 | 0.8 | -6 | 23 | 0 | -9
Cc1ccc([N+](=O)[O-])c(OCCCN2CCC(Cc3ccccc3)CC2)c1 | 19 | 143* | -5 | 15 | 18 | -14 | · | 7 | -15
CCN(CC)C(=O)CSc1nnc(-c2cc3ccccc3cc2O)n1CC | 7.3 | 104 | 10 | 6 | 8.5 | -4 | -3 | 0 | -5
CN1C(=O)N(S(=O)(=O)c2ccc(F)c(F)c2F)C(=O)C1(C)C | 0.3 | 115 | -16 | 4 | 0.1 | -4 | 0 | -11 | 3
CCCCCCCCNC(=O)CCNC(=O)c1ccc(C(C)(C)C)cc1 | -0.4 | 102 | 1 | 5 | -0.2 | -4 | -16 | -12 | 3
Cc1cccc(-n2nc(C(=O)Nc3ccccc3)n3c(=O)cc(-c4ccccc4)nc23)c1 | 0.1 | 90 | 2 | -5 | -0.1 | -4 | 6 | -7 | -7
CN(C)CCN1C(=O)C(=O)/C(=C(/O)c2ccc3c(c2)OCCO3)C1c1ccccn1 (stereo unspecified) | 0.9 | 98 | 6 | 11 | 0.4 | -7 | 1 | -2 | -1
Cc1ccsc1/C=N/Nc1ccc(F)cc1F | -0.9 | 110 | 21 | 11 | -1.8 | -10 | 9 | -6 | -14
Cc1cccc(CCNC(=O)CCc2nc(-c3ccccc3F)no2)c1 | 0.3 | 105 | -13 | 5 | 0.9 | -1 | 3 | 17 | -1

Complete entries from above. Order of values: V1R ag counter, MEKK2wt PB1 HTS, M18AAP inhibitor, MEKK2mut PB1 HTS, OXTR ag, GalR3 antagonist, NALP1 inh, GPR7 antag, OXTR potentiator
Shown for CN(C)CCN1C(=O)C(=O)/C(=C(/O)c2ccc3c(c2)OCCO3)C1c1ccccn1 (stereo unspecified) : 0.9, 98, 6, 11, 0.4, -7, 1, -2, -1
Shown for Nc1c(-c2cccc(Cl)c2)cnc2c(-c3ccccc3)cnn12 : 0.9, 101, -2, 0, 0.8, -6, 23, 0, -9
Shown for Cc1cccc(CCNC(=O)CCc2nc(-c3ccccc3F)no2)c1 : 0.3, 105, -13, 5, 0.9, -1, 3, 17, -1

Later entries:
SMILES | V1R ag counter | MEKK2wt PB1 HTS | M18AAP inhibitor | MEKK2mut PB1 HTS | OXTR ag | GalR3 antagonist | NALP1 inh | GPR7 antag | OXTR potentiator
O=C(O)CC(NS(=O)(=O)c1ccc2c(c1)OCCO2)c1ccccc1[N+](=O)[O-] (stereo unspecified) | -0.4 | · | · | · | 0.6 | -6 | · | · | -5
Cc1ccc(C(=O)Nc2scc(-c3ccccc3)c2C(=O)O)cc1 | -1.9 | · | · | · | -2.1 | -3 | · | · | -1
C/C(=N\NC(=O)c1ccc(N)cc1)C1CC1 | -0.1 | 107 | -28 | 5 | 11 | 1 | 10 | -13 | -4
COc1ccc(N(CC(=O)NCCSCc2ccc(Cl)cc2)S(C)(=O)=O)cc1Cl | 1.6 | 109 | 1 | 11 | 0.7 | -11 | 3 | 8 | -14
COc1cc(C(=O)N(Cc2cccnc2)Cc2cc3cc4c(cc3[nH]c2=O)OCCO4)cc(OC)c1OC | 0.9 | 98 | 2 | 0 | 1.7 | 4 | 20 | -1 | -1
CC1(c2ccc3c(c2)OCCCO3)NC(=O)N(CC(=O)Nc2cccc(C#N)c2)C1=O (stereo unspecified) | 1.9 | · | · | · | 1.7 | -7 | · | · | -9
COc1ccc(OC)c(S(=O)(=O)NCC(=O)O)c1 | -0.6 | 103 | -5 | 12 | -0.2 | -2 | · | -8 | -6
Cc1ccc(C(C)(C)NC(=O)C2CCC(=O)N(CC3CCCCC3)C2)cc1 (stereo unspecified) | 0.4 | 102 | 0 | 1 | -1.2 | -9 | 5 | 0 | -9
COc1ccc(Cc2nnc(NC(=O)c3cc(OC)c(OC)c(OC)c3)s2)cc1OC | 0.1 | 89 | 0 | -8 | -1.3 | -6 | 4 | -7 | 0
CC(C)CNC(=O)N1c2ccccc2Sc2ccccc21 | -2.0 | 99 | 1 | -1 | -3.2 | -6 | 2 | -20 | -6
COc1ccc(C(=O)CN2CCN(c3ncccn3)CC2)cc1 | 0.1 | 100 | 13 | 9 | 0.3 | -10 | 5 | -13 | -2
CC(NS(=O)(=O)c1ccc(Cl)c(Cl)c1)C(=O)OCC(=O)N1CCCCCC1 (stereo unspecified) | 6.0 | · | · | · | 7.1 | -8 | · | · | -9
CC(=O)Nc1ccc(C(=O)OCC(=O)c2ccc(C)c([N+](=O)[O-])c2)cc1 | 4.2 | 99 | 4 | -1 | 1.6 | 0 | -2 | -14 | -14
CC(C)CN(C(=O)Cn1c(Cl)nc2c1c(=O)n(C)c(=O)n2C)C1CCS(=O)(=O)C1 (stereo unspecified) | 0.2 | · | · | · | 0.0 | -4 | · | · | -5
O=C(NC1CCCCC1)C(c1ccc(Cl)cc1)N(C(=O)c1ccccn1)c1cccnc1 (stereo unspecified) | -0.3 | 86 | 9 | -11 | 0.1 | · | -6 | -8 | -2
COc1ccc(OC)c(NC(=O)COc2ccc3c(c2)CCC3)c1 | -0.8 | · | · | · | -1.6 | -8 | · | · | -9
O=C(CCC(=O)c1ccc(Cl)cc1)NCc1ccccc1 | 0.4 | 100 | 5 | 3 | 0.0 | -7 | 11 | 0 | -2
